Compound activity from PubChem.
EP2 modulator – EP2 receptor (human) modulation; 260,000 tested, 0.83% active; EP2-expressing cells, cAMP HTRF FRET, PGE2 co-stimulation; induction, % at 25 µM; P43116;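 active = compounds whose cAMP rise, as percent of the full-agonist control response, exceeds 60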;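 note: rat C6 glioma line stably carrying human EP2 under a CMV promoter; the protocol text gives 20 µM as final concentration; 100% = response of wells given 1 µM PGE2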
Target sequence (P43116 whole entry, looked up): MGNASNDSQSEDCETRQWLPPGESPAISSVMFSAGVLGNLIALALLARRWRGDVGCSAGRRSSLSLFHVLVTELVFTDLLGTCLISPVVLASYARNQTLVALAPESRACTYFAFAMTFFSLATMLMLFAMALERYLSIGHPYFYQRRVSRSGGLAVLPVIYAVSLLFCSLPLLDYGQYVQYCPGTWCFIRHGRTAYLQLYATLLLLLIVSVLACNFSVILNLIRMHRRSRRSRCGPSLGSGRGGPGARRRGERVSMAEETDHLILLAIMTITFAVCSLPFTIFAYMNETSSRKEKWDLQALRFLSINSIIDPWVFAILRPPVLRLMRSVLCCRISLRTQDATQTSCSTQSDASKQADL
CHOP inh – CHOP inhibition in unfolded protein response | 220,000 tested, 3.8% active | CHO-K1 CHOP-promoter luciferase, tunicamycin-induced, 15-18 h | inhibition, % at 10 µM;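 active = compounds that reduced the stress-induced luciferase reporter signal by more than about 70% of percent inhibition, limit read from the data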;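 note: 0% = tunicamycin plus vehicle and 100% = wells without tunicamycin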
* = called active by the depositor; & = joins results of further samples. This is a subset (hit frequency here may not be typical).

Sample of the layout, five compounds:
SMILES	EP2 modulator	CHOP inh
COC(=O)C1CCN(C(c2ccc(OC)c(OC)c2)c2sc3nc(C)nn3c2O)CC1 (stereo unspecified)	9	-15
O=C(Nc1ccc(O)c2c(=O)cc(-c3ccccc3Cl)oc12)c1ccc(F)cc1	32	27
COc1cc(O)c(C(CCN2CCN(c3ccccc3)CC2)c2cc(OC)c(OC)c(OC)c2)c(OC)c1 (stereo unspecified)	-13	-12
CC1CCCN(C(C(=O)Nc2ccc3c(c2)OCO3)c2ccccc2)C1 (stereo unspecified)	15	-4
NC(=O)CC(NC(=O)c1ccccc1)c1ccc(NCC2CC2)c([N+](=O)[O-])c1 (stereo unspecified)	-36	26

The listing, from the start:
SMILES	EP2 modulator	CHOP inh
COC(=O)C1CCN(C(c2ccc(OC)c(OC)c2)c2sc3nc(C)nn3c2O)CC1 (stereo unspecified)	9	-15
O=C(Nc1ccc(O)c2c(=O)cc(-c3ccccc3Cl)oc12)c1ccc(F)cc1	32	27
COc1cc(O)c(C(CCN2CCN(c3ccccc3)CC2)c2cc(OC)c(OC)c(OC)c2)c(OC)c1 (stereo unspecified)	-13	-12
CC1CCCN(C(C(=O)Nc2ccc3c(c2)OCO3)c2ccccc2)C1 (stereo unspecified)	15	-4
NC(=O)CC(NC(=O)c1ccccc1)c1ccc(NCC2CC2)c([N+](=O)[O-])c1 (stereo unspecified)	-36	26
CC1(C)Oc2ccc3ccc(=O)oc3c2C[C@H]1O	-18	-16
CC1(OC(=O)C2CCCC2)C(=O)C=C2C=C(c3ccsc3)N(CCCCO)C=C2C1=O (stereo unspecified)	25	2
NC(=O)CC(NC(=O)Cc1ccc(Br)cc1)c1ccc(NC2CCC2)c([N+](=O)[O-])c1 (stereo unspecified)	-15	-19
COC(=O)c1cc(O)cc(OC)c1C(=O)c1c(O)cc(C)cc1O	24	-10
O=C(Nc1ccc(-c2csc(Nc3cccc(C(F)(F)F)c3)n2)cc1)c1cccc(C(F)(F)F)c1	6	21
Cc1nc(C(=O)NC2CCOCC2)sc1C1(C)CC(c2cccc([N+](=O)[O-])c2)=NO1 (stereo unspecified)	-1	-5
COc1ccc(OC)c(C2C=C(c3ccc(C)c(C)c3)Nc3nnnn32)c1 (stereo unspecified)	-39	-29
CCOC(=O)c1sc(NC(=O)c2ccco2)nc1C	2	-18
COC(=O)CCCC1=CC2=CC(=O)C(C)(OC(=O)c3cccs3)C(=O)C2=CN1C1CCCC1 (stereo unspecified)	-5	-18
COC(=O)C1=C(C)N(Cc2ccccc2)C(=O)N[C@H]1c1ccc(Br)cc1	-1	33
Clc1cccc(C2=NOC(c3nnc(-c4ccccc4)o3)C2)c1 (stereo unspecified)	-16	18
COc1ccc(C(CCN2CCOCC2)c2c(OC)cc(OC)c3c(C)cc(=O)oc23)cc1 (stereo unspecified)	19	6
CC1=C[C@H]2OC(=O)[C@@H](C)[C@H]2C[C@@H]2[C@H]1C[C@@H](O)[C@@]2(C)O	18	-14
CC1CCCN(c2ncnc3c2cnn3-c2ccc(Cl)cc2)C1 (stereo unspecified)	15	76*
CCN1C(=O)N(C)[C@@H](c2ccccc2)C(C(=O)OC)=C1C	7	14
CC1(c2nnc(-c3ccc(Cl)cc3)o2)CC(c2ccc([N+](=O)[O-])cc2)=NO1 (stereo unspecified)	-17	9
CN1CCC[C@H]1c1cccnc1	18&22	-65
C/C=C/C(=O)Nc1cccc(C2=NOC3(C2)C[C@@H](C(N)=O)N(C(=O)/C(C)=C/C)C3)c1 (stereo partly specified)	-1	11
CN(C)c1ccc(-c2cccc(C3CC=CC4C3C(=O)N(Cc3ccccc3)C4c3ccc(C(F)(F)F)cc3)c2)cc1 (stereo unspecified)	12	11

Two entries picked at random from the list so far:
SMILES	EP2 modulator	CHOP inh
CC1(c2nnc(-c3ccc(Cl)cc3)o2)CC(c2ccc([N+](=O)[O-])cc2)=NO1 (stereo unspecified)	-17	9
COC(=O)C1=C(C)N(Cc2ccccc2)C(=O)N[C@H]1c1ccc(Br)cc1	-1	33

More compounds follow.
SMILES	EP2 modulator	CHOP inh
COC(=O)CCCC1=CC2=C(c3ccccc3)C(=O)C(C)(OC(=O)C3CCCC3)C(=O)C2=CN1C1CC1 (stereo unspecified)	29	-2
C[N+](C)(C)CCC(=O)c1cccc2ccccc12	-11	5
COC(=O)c1c(-c2cc(OC)c(OC)c(OC)c2)c2ccnc(OCc3ncccn3)c2c(=O)n1Cc1ccnc(C)c1	5	-10
Cc1cccc(-n2ncc3c(N4CCC5(CC4)OCCO5)ncnc32)c1	5	-56
C[C@@H]1CC[C@]2(O[C@@H](CCO)C[C@@H](O)[C@@H]2O)O1	19	14
Cc1cccc(C)c1OCC(O)Cn1ccnc1C (stereo unspecified)	-21	-8
COC(=O)C1=C(C)N(Cc2ccccc2)C(=O)N[C@H]1c1cccc(C(F)(F)F)c1	13	20
Cc1nc(-c2ccccc2)sc1C1(C)CC(c2ccc(C#N)cc2)=NO1 (stereo unspecified)	-3	-1
COc1cc(C2CC(=O)Oc3c(C(CCN4CCOCC4)c4ccc(N(C)C)cc4)c(OC)cc(OC)c32)cc(OC)c1OC (stereo unspecified)	5	4
CC(C)(C)CN1C(=O)C(=O)NC[C@H]1Cc1cccc2ccccc12	47	17
Oc1ccccc1O	7	-18
Cc1cccc(NC(=O)c2nc[nH]c2C(=O)N[C@@H](Cc2ccccc2)C(=O)OCc2ccccc2)c1	32	62

3 compounds from above, ordered by SMILES length, largest number first.
SMILES	EP2 modulator	CHOP inh
COc1cc(C2CC(=O)Oc3c(C(CCN4CCOCC4)c4ccc(N(C)C)cc4)c(OC)cc(OC)c32)cc(OC)c1OC (stereo unspecified)	5	4
C[C@@H]1CC[C@]2(O[C@@H](CCO)C[C@@H](O)[C@@H]2O)O1	19	14
Cc1cccc(C)c1OCC(O)Cn1ccnc1C (stereo unspecified)	-21	-8

Carrying on.
SMILES	EP2 modulator	CHOP inh
C=CCNC(=O)c1onc(CSc2cccc(OC)c2)c1C(=O)NCC=C	-2	17
C/C=C\C=C\C(=O)Nc1cccc(C2=NOC3(C2)C[C@@H](C(N)=O)N(C(=O)C(c2ccccc2)c2ccccc2)C3)c1 (stereo partly specified)	-1	11
C[n+]1nc(Nc2cccc3ccccc23)sc1-c1ccc(C(=O)O)cc1	27	-15
CC(=O)c1ccc(-c2ccc([C@H]3[C@@H]4C=CCC[C@@]4(C)C(=O)N3Cc3ccccc3)c(F)c2)cc1	-1	25
Cc1cn[nH]c1	2	-10
COc1ccc(CN2C=C3C(=O)C(C)(OC(=O)CCc4ccccc4)C(=O)C=C3C=C2c2ccc(C#N)cc2)cc1 (stereo unspecified)	-8	33
COCCNC(=O)c1onc(CSc2cc(C)cc(C)c2)c1C(=O)NCCOC	9	25
O=C(O)Cc1c[nH]c2ccc(O)cc12	-3	4
CCCCCCCN1C=CC(=O)CC1	5	5
Fc1cccc(Nc2ncnc3c2cnn3-c2ccccc2)c1	-10	41
CC(C)(Oc1ccc(C2CC2(Cl)Cl)cc1)C(=O)O (stereo unspecified)	-3	-13
COc1ccc(SC[C@H](Cc2ccccc2)N2CCN(CCc3ccccc3)CCC2=O)cc1	-1	27
Cc1nc(SCC(=O)OCc2ccccc2)c2c(=O)n(C)c(=O)n(C)c2n1	10	10
O=C(Nc1ccc(-c2csc(Nc3ccccc3)n2)cc1)c1cc([N+](=O)[O-])cc(C(F)(F)F)c1	-4	12
COC(C[C@H](O)C[C@@H](O)[C@@H](C)OCc1ccccc1)OC	3	10
NC1=NC[C@H](Cc2ccc(O)cc2)N1CCC12CC3CC(CC(C3)C1)C2	7	14
C/C=C\C=C/C(=O)Nc1cccc(C2=NOC3(C2)C[C@H](C(N)=O)N(C(=O)c2ccc(OC)cc2)C3)c1 (stereo partly specified)	-9	-6
O=C1CC(c2ccccc2)Oc2cc(O)cc(O)c21 (stereo unspecified)	28	3
NC(=O)CC(NC(=O)c1ccc(Br)cc1)c1ccc(NCc2ccc(F)cc2)c([N+](=O)[O-])c1 (stereo unspecified)	-36	65
CC#CCN1c2ccccc2[C@]23C[C@@H](C(=O)OC)N(C(=O)OCC)C2=NC(C(=O)OC)=C(C(=O)OC)[C@H]13	4	-5
Clc1cccc(Nc2ncnc3c2cnn3-c2ccccc2)c1	-12	99*
C=C(C)C(=O)Nc1cccc(C2=NOC3(C2)C[C@@H](C(N)=O)N(C(=O)c2cc([N+](=O)[O-])cc([N+](=O)[O-])c2C)C3)c1 (stereo partly specified)	-10	17
N#Cc1ccc(C23CC4(C2)[C@H](CN(CC2CCCCC2)[C@@H]4c2ccccc2)C3c2ccccc2)cc1 (stereo partly specified)	19	8
NC(=O)CC(NC(=O)Cc1ccc(Br)cc1)c1ccc(NCc2ccc(F)c(F)c2)c([N+](=O)[O-])c1 (stereo unspecified)	-5	76*
COc1cc(OC)c2c(-c3ccccc3)cc(=O)oc2c1C(CCN1CCN(c2ccccc2)CC1)c1ccc(N(C)C)cc1 (stereo unspecified)	12	-34
COc1ccc(C2/C=C\CN(C(=O)C3CCCC3)[C@H](Cc3ccccc3)C(=O)N2Cc2ccc(F)cc2)cc1 (stereo partly specified)	-2	9
O=C(NCc1cccnc1)c1nnc(Cc2ccc(F)cc2)o1	16	11
O=c1ccn([C@@H]2O[C@H](COP(=O)(O)OP(=O)(O)O)[C@@H](O)[C@H]2O)c(=O)[nH]1	13	-10
N[C@H](C(=O)O)[C@H]1C[C@@H]1C(=O)O	23	6
CC1=C(C(=O)OC2CCCCC2)C(c2ccco2)n2ncnc2N1 (stereo unspecified)	-10	48
COCCNc1nc(C)cc(-c2cc(C(=O)NCc3ccccc3)on2)n1	-23	19
CC1(OC(=O)CCc2ccccc2)C(=O)C=C2C=C(c3ccc(C#N)cc3)N(CC3CC3)C=C2C1=O (stereo unspecified)	16	0
COC(=O)[C@@H]1C[C@@]2(O)[C@@H](O)[C@@H](O)[C@@H](O)C[C@H]2N1Cc1ccc(C(F)(F)F)cc1	0	-11
CCC12CN3CC(CC)(CN(C1)C31C(=O)N(C)c3ccc(C)cc31)C2=O (stereo unspecified)	34	-4
O=C1NC[C@H](c2ccccc2)N(CCc2cc(C(F)(F)F)cc(C(F)(F)F)c2)C1=O	11	20
Cc1cn(-c2cc(C(=O)Nc3ccc(C)c(NC(=O)C(=O)c4c[nH]c5ccccc45)c3)cc(C(F)(F)F)c2)cn1	-2	61
COC(=O)C1=C(C(=O)OC)[C@@H]2N(C)c3ccccc3[C@@]23C[C@@H](C(=O)OC)N(C(=O)C2CCC2)C3=N1	17	-14
C[C@@H]1CC=C[C@H]2[C@H]1C(=O)N(Cc1ccccc1)[C@H]2c1ccc(-c2cc3ccccc3s2)cc1F	12	-22
O=C(c1ccc(=O)oc1)N1CCN(c2ccc(F)cc2)CC1	-10	-8
CCOC(=O)c1ccc(NC(=O)c2nc[nH]c2C(=O)N2CCN(c3ccccc3)CC2)cc1	-18	73*
CC1Cc2nc(SCC(=O)Nc3ccc4c(c3)OCO4)n(-c3ccc(F)cc3)c(=O)c2S1 (stereo unspecified)	11	11
COC(=O)CCCC1=CC2=CC(=O)C(C)(OC(=O)c3cccs3)C(=O)C2=CN1C1CCCCC1 (stereo unspecified)	9	-8
COC(=O)CCCC1=CC2=CC(=O)C(C)(OC(=O)CCc3ccccc3)C(=O)C2=CO1 (stereo unspecified)	-5	40
O=c1ccn(Cc2ccccc2)c2ccccc12	-20	-4
Fc1ccc(C2=NOC(c3nnc(-c4ccccc4)o3)C2)cc1 (stereo unspecified)	-4	-4
COC(=O)c1cccc(C23CC4(C2)[C@H](CN(C)[C@@H]4c2ccccc2)C3c2ccccc2)c1 (stereo partly specified)	7	36
C/C=C/C=C/C(=O)N1CC[C@]23c4ccccc4N[C@H]4N(C)c5cccc6c5[C@]42CCN([C@H]6C2OC2(C)C)[C@H]13 (stereo partly specified)	39	24
C/C=C\C=C/C(=O)Nc1cccc(C2=NOC3(C2)C[C@H](C(N)=O)N(C(=O)CC)C3)c1 (stereo partly specified)	21	-5
C[C@@H](CO)NC(=O)c1ccc2c3n(nc2c1)-c1ccc(Cl)cc1CO3	-5	14
COC(=O)C1=C(C(=O)OC)[C@@H]2Nc3ccccc3[C@@]23C[C@@H](C(=O)OC)N(C(=O)c2ccc(Br)cc2)C3=N1	-11	10
Cc1ccc(C(=O)N2CCC3(CC2)Oc2ccc(F)cc2C(=O)C32CC(c3ccccc3)=NO2)s1 (stereo unspecified)	11	0
O=C1CC(C(=O)Nc2nccs2)C(c2ccccc2)O1 (stereo unspecified)	42	-3
COc1cc(OC)c2c(-c3ccccc3)cc(=O)oc2c1C(CC(=O)N1CCOCC1)c1ccc(N(C)C)cc1 (stereo unspecified)	5	3
C[N+](C)(C)CCCCCC[N+](C)(C)C	-1&5&28	6&1
CCC(C)Oc1cc(-c2ccnc(Nc3cccc(Cl)c3)n2)ccn1 (stereo unspecified)	15	93*
CCn1cc(C(=O)NCc2ccccn2)c(=O)c2cc(F)c(N3CCN(C)CC3)cc21	23	-7
COc1ccc(-c2ccc([C@H]3[C@H]4C=CC[C@@H](C)[C@@H]4C(=O)N3Cc3ccccc3)c(F)c2)cc1C	25	-17
COC(C[C@H]1O[C@@H]1[C@@H](O)[C@H](C)OCc1ccccc1)OC	-14	21
CN(C)C(N)=NCCC[C@H](N)C(=O)O	7	10
COc1ccc(C2/C=C\CN(C(=O)NC(C)C)CC(=O)N2Cc2ccc(F)cc2)cc1 (stereo unspecified)	16	10
CCCCN(C(=O)Cn1nnc2ccccc21)C(C(=O)NCCOC)c1ccc(OC)cc1OC (stereo unspecified)	16	22
COc1ccc([C@@H]2C[C@H](c3ccccc3)Oc3cc(C)cc(C)c32)cc1	2	-3
Cc1cccc(OCC(=O)Nc2ccc(N3CCCC3)cc2)c1C	-4	17
